# Bioassay records from PubChem BioAssay.
# PHOSPHO1 block = PHOSPHO1 (human) inhibition | actives 1.1% (n = 290,000) | inhibition, % at 13.3 µM | AID 1565 | recombinant PHOSPHO1, absorbance phosphatase assay | Q8TCT1; in the data active means inhibition above about 60%
# V1aR counter = V1a receptor agonism, counter-screen for OXTR agonists; P37288; CHO-V1R cells, Fluo-8 calcium fluorescence, agonist mode; 0% DMSO, 100% 3 nM vasopressin; activation, % at 3 µM; actives 0.25% (n = 320,000); AID 2797;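 active means activation above the mean activation of all tested compounds plus 3 SD, per screening run, cut at about 20% in these data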;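 further: signal is peak over basal fluorescence ratio across a 100 second FLIPR read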
# NALP1 inh = NALP1 inhibition. S. cerevisiae NALP1/ASC/caspase-1 growth, X-gal OD620, 72 h. inhibition, % at 10 µM. actives 0.61% (n = 280,000); in the data active means inhibition mostly above about 24%, no sharp cut-off; inactive means mostly below about 32%; further: some compounds called inactive have numbers as strong as hits
# MEKK2wt PB1 HTS = raises or lowers MEK5 binding to wildtype human MEKK2 PB1 domain; Q9Y2U5; bead flow cytometry, Alexa488-MEK5 binding to MEKK2 WT; actives lie on both sides; binding response (% of control), % at 10 µM; actives 1.1% (n = 290,000); AID 1531; in the data active means binding response below about 67% or above about 130%
# MEKK2 mut-MEK5 = signal of MEK5 binding to mutant human MEKK2 PB1 domain; actives 0.35% (n = 290,000); percent response, % at 10 µM; bead flow cytometry, Alexa488-MEK5 binding to MEKK2 mutant; in the data active means percent response above about 24%, passing the limit was not always enough; further: inactives centre near 1; some results filed as inactive read as strong as hits; reference of the scale not given here
# MEKK3 PB1 HTS = raises or lowers MEK5 binding to the human MEKK3 PB1 domain; Q99759; bead-based flow cytometry, Alexa488-MEK5 binding to MEKK3; actives lie on both sides; 0 = blocked by unlabeled MEK5, 100 = vehicle; binding response (% of control), % at 10 µM; actives 1.4% (n = 290,000);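 active means binding response more than 3 SD above or below the average of its plate-row segment, actives on both sides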;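 further: Alexa488 bead fluorescence after subtracting the streptavidin-only scavenger bead signal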
# Target sequence (Q99759 whole entry, looked up, the tested form may be a part): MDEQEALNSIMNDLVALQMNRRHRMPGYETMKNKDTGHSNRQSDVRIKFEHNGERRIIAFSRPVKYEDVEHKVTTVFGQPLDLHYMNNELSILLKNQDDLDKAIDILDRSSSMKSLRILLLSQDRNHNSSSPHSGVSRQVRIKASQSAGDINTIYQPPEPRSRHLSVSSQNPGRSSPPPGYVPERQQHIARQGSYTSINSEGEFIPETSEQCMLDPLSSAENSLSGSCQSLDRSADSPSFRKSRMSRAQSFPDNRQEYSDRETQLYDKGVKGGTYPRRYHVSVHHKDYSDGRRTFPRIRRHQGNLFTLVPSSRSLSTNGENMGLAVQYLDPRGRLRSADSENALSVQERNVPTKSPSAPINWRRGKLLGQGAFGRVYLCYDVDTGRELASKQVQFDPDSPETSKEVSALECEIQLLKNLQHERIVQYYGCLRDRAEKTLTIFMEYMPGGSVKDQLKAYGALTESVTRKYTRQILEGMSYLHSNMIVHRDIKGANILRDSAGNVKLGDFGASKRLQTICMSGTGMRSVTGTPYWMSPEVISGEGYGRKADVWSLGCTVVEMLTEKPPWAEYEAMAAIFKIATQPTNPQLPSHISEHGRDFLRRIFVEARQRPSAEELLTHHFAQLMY
# GalR3 antagonist = antagonists of human GalR3; O60755; HEK293 GalR3-CNG cAMP membrane potential fluorescence; galR3 body fused to GalR1 C-terminus; inhibition, % at 3 µM; actives 0.44% (n = 360,000);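 active means inhibition above the screen-wide average plus 3 SD, cut at about 13% in these data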;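 further: forskolin and galanin both at EC90 stimulate the cells; cAMP rise reported by CNG channel membrane potential dye signal; 0% = forskolin plus galanin with DMSO and 100% = forskolin alone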
# OXTR ag = activates the human oxytocin receptor. P30559. CHO-OTR cells, Fluo-8 calcium fluorescence; normalized: DMSO 0%, oxytocin 100%. actives 0.32% (n = 320,000). activation, % at 3 µM. AID 2435;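 active means activation above the mean of all tested compounds plus 3 SD, cutoff set per screening run, cut at about 20% in these data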;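 further: peak over basal fluorescence ratio from a 100 s FLIPR kinetic read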
# Target sequence (P30559 whole entry, looked up): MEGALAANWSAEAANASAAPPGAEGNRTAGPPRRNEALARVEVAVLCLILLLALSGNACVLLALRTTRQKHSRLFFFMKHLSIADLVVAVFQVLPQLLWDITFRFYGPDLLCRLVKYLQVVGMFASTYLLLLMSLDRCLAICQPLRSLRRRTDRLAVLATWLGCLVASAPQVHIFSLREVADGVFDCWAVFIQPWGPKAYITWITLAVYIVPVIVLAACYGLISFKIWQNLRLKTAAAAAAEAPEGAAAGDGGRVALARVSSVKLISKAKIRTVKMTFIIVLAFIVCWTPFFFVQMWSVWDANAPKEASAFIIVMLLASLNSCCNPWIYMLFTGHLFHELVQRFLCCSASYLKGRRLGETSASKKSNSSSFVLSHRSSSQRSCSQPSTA
# GPR7 antagonist = human neuropeptides B/W receptor 1 antagonism. actives 1.1% (n = 290,000). GPR7-expressing cells, fluorescence antagonist assay. P48145. AID 1861. inhibition, % at 4.4 µM; in the data active means inhibition above about 16%, passing the limit was not always enough;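 further: cells stimulated with the agonist NPW; 0% = agonist with vehicle and 100% = vehicle without agonist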
# * marks the source's active call; other numbers are inactive results; · = no result given.
SMILES,PHOSPHO1 block,V1aR counter,NALP1 inh,MEKK2wt PB1 HTS,MEKK2 mut-MEK5,MEKK3 PB1 HTS,GalR3 antagonist,OXTR ag,GPR7 antagonist
Cc1nonc1NC(=O)CSc1nc2c(C)cccc2cc1C#N,25,9.1,-17,95,-1,96,-3,6.3,-10
Cc1ccc(S(=O)(=O)NC2=C(N3CCN(Cc4ccccc4)CC3)C(=O)c3ccccc3C2=O)cc1,59,-0.7,14,·,·,·,-2,-0.1,4
Cn1nnnc1SCCNCc1cccnc1,-6,0.8,20,104,1,100,-3,0.9,-1
Cc1ccc(/C(=N\S(=O)(=O)c2ccc(Br)cc2)Nc2ccccc2C)cc1,24,-1.1,14,98,-4,98,-7,-1.7,6
O=C(CCN1C(=O)[C@H]2CC=CC[C@H]2C1=O)NCc1nc(-c2ccccc2)no1,37,2.9,20,95,-2,100,-7,1.0,-4
CC(C)Cc1nnc(NC(=O)CCC(=O)N2CCN(S(=O)(=O)c3ccccc3)CC2)s1,4,1.1,36,96,-2,94,-4,-1.2,-2
Cc1ccc(N2C(N)=C(C#N)C3(C(=O)N(C)c4ccccc43)C3=C2CC(C)(C)CC3=O)cc1Cl (configuration not stated),17,0.4,8,110,8,104,-6,1.0,15
O=C(Cc1csc(Nc2nc(=S)[nH]c3ccccc23)n1)NCCCN1CCN(c2ccccc2F)CC1,9,1.3,-14,147*,-2,110,-2,-0.5,0
Cc1ccccc1Nc1nc(N)nc(COC(=O)c2cccn2C)n1,7,0.6,2,97,0,97,1,-0.6,-7
Cc1cc(C)cc(NC(=O)C(Nc2ccccc2)c2ccccc2)c1 (configuration not stated),-15,-0.8,·,99,-2,99,2,-2.0,17
CC(=O)Nc1ccccc1OCC(=O)NCCC1=CCCCC1,27,3.6,12,104,-1,108,-6,3.3,-10
COCCNC(=O)CCCn1c(=O)c2cc(OC)c(OC)cc2n(CC(=O)c2cccc(OC)c2)c1=O,-26,-0.2,6,108,8,98,5,-0.2,3
COc1ccc(CC(=O)Nc2nc3ccccc3[nH]2)cc1,-1,-0.1,11,95,-11,96,-4,0.4,5
O=C1C=C(Nc2cccc3cccnc23)c2ccccc2C1=O,35,0.5,1,100,14,103,-10,0.3,-11
CC[C@@]1(O)C(=O)OCc2c1cc1n(c2=O)Cc2cc3c(N)cccc3nc2-1,4,0.2,5,104,4,90,-6,-0.4,·
CCCCn1nc2cc(C(=O)NCc3ccc(OC(F)(F)F)cc3)ccc2c1OC,37,0.2,8,97,-2,97,-2,-0.9,0
C=CCSc1nnc(N2C(=O)C(O)=C(C(=O)c3ccco3)C2c2ccc(F)cc2)s1 (configuration not stated),14,5.0,14,102,-2,101,2,7.0,7
Cc1csc(NC(=O)CSc2nnc(-c3ccc(S(=O)(=O)N4CCCC4)cc3)o2)n1,-16,2.2,17,106,4,102,·,4.0,-1
COc1ccc(NC(=O)CSc2nnc(-c3cccs3)n2-c2ccccc2)cc1,23,-0.7,10,100,3,103,-4,-2.6,-2
CC(c1ccco1)N(C(=O)c1ccccc1NS(=O)(=O)c1ccc(Cl)c([N+](=O)[O-])c1)c1ccccn1 (configuration not stated),-10,8.1,39,93,-2,97,2,6.5,24*
CCOC(=O)CSc1nnc(CNc2ccccc2Cl)n1-c1ccccc1,17,5.5,-4,95,-5,98,-2,2.5,3
Cc1cccc2cc(C3CC(c4ccco4)=NN3C(=O)CCC(=O)O)c(Cl)nc12 (configuration not stated),1,2.1,24,105,3,106,-1,5.7,-9
COc1cc(/C=C/C(=O)OCC(=O)NC(=O)NC(C)(C)C)cc(OC)c1OC,-14,0.3,-6,94,-3,99,-5,-1.6,-3
O=c1[nH]c2ccccc2nc1/C=C/c1ccc(F)cc1,50,7.7,26,87,-2,100,-5,6.1,-19
O=C(C1=C(O)C(=O)N(CCN2CCOCC2)C1c1ccc(F)cc1)c1cccs1 (configuration not stated),-3,·,25,95,-3,94,-5,·,-6
Cc1cc(=O)oc2cc(OCC(=O)NCCN3CCOCC3)ccc12,38,-0.4,10,103,2,103,4,0.5,-8
COc1ccc2cc(S(=O)(=O)Nc3ccccn3)ccc2c1,39,0.2,15,101,4,100,-5,1.3,-11
CCOc1ccc(CN2CCN(c3cc(C)nc4c5c(C)cc(C)nc5nn34)CC2)cc1,-10,·,5,106,1,104,·,·,-10
Cc1cc(NC(=O)c2cc(-c3ccco3)on2)no1,14,-0.7,-26,103,2,102,-8,0.2,-7
C=CCOc1c2ccc(C(=O)NCc3ccccc3OC)cc2nn1C,46,-0.8,22,98,-2,96,-2,-0.6,11
CCCCNC(=O)COC(=O)CNC(=O)c1cc(Cl)cc([N+](=O)[O-])c1,29,-0.4,5,96,-4,96,-1,-0.6,0
COC(=O)C1CCN(C(=O)Cn2nnc(-c3ccccc3)n2)CC1,19,0.5,-3,100,-2,100,-5,0.7,-9
Cn1c(Cc2nc(-c3cnccn3)no2)nnc1SCC(=O)Nc1ccccc1,3,-0.6,8,92,-15,88,-3,0.4,-10
COc1cccc(C2/C(=C(\O)c3ccc4c(c3)OCCO4)C(=O)C(=O)N2c2nnc(C)s2)c1 (configuration not stated),49,1.3,-40,101,0,101,-1,1.1,-8
O=C(NCCc1c[nH]c2ccccc12)C(=O)NCC(c1cccnc1)N1CCN(c2ccccc2)CC1 (configuration not stated),-16,7.5,34,101,5,106,·,15,-2
CC(C)Cc1ccc(C(C)NC(=O)c2ccc(=O)[nH]c2)cc1 (configuration not stated),-1,13,17,101,-1,113,-3,17,20
CC(C)(C)[C@H]1CCC(=O)N([C@H](CC#N)Cc2ccccc2)CC1,-13,-0.1,14,94,-3,102,-4,-0.4,7
CCC(NS(=O)(=O)c1ccc(C)cc1)C(=O)Nc1ccc(NC(C)=O)cc1 (configuration not stated),12,-0.1,11,106,11,108,-3,0.4,-7
COc1ccc(-c2c([C@H]3[C@H]4C=CC[C@@H](C)[C@@H]4C(=O)N3Cc3ccccc3)ccc3ccccc23)cc1,0,0.1,-4,97,-2,107,-5,-0.4,·
CSc1nc(C)c(C(=O)C[n+]2ccc(C)cc2)cc1C#N,15,1.1,18,96,-2,100,4,0.6,-10
COc1cc(C(=O)NC(=S)Nc2ccc3c(c2)C(=O)N(C)C3=O)cc(OC)c1OC,23,0.8,29,102,-3,98,-4,-0.3,-3
O=C(C1CCCN(c2ncnc3c2nc2n3CCCCC2)C1)N1CCN(c2ccccc2F)CC1 (configuration not stated),51,0.3,25,100,-8,100,0,-1.4,-5
Cc1ccc(N=C2NC(=O)/C(=C\c3ccc(C)s3)S2)cc1,32,1.0,-11,90,-9,96,-2,0.8,4
CCCn1nc(NC(=O)C2CCCO2)c2cc3cc(C)ccc3nc21 (configuration not stated),5,-1.1,5,94,-2,96,-4,-1.8,2
Cc1ccccc1CNS(=O)(=O)c1c(C(=O)N2CCCC2)c(C)n(C)c1C,0,0.6,5,101,3,101,-9,0.7,-8
CCOC(=O)COn1c(=O)c(-c2ccc(OCC)cc2)[n+]([O-])c2ccccc21,33,-0.5,20,112,12,109,-6,-1.1,15
O=C(c1cccc(F)c1F)N1CCCC1,14,0.6,-8,104,6,106,4,0.0,-9
O=C(CSc1cccs1)Nc1ccc2ccccc2c1,42,0.8,25,103,-1,101,-6,0.3,-5
O=C(c1ccccc1)N1CCCOC1c1ccccc1 (configuration not stated),13,-0.5,18,101,2,103,-3,0.5,-16
Cc1ccc(-c2nnc3c4ccccc4c(C)nn23)cc1S(=O)(=O)N1CCN(C)CC1,·,0.1,·,·,·,·,0,0.3,8
O=C(NNS(=O)(=O)c1ccc([N+](=O)[O-])cc1)C(=O)Nc1cccc(C(=O)O)c1,29,0.8,8,93,-1,97,0,-1.4,-4
c1ccc2oc(-c3ccn[nH]3)cc2c1,12,-1.0,-13,98,-4,99,-2,-0.4,10
CCOC(=O)c1c(NC(=O)CN2C(=O)c3ccccc3C2=O)sc(Cc2ccc3c(c2)OCO3)c1C,9,0.7,31,89,8,77,·,0.8,-10
COc1ccccc1OCCCCN1CCCCC1,19,1.0,-12,107,13,109,-8,0.9,2
Cc1ccc(C(=O)NNC(=O)Cc2cccs2)cc1,-7,-0.1,16,84,7,104,-10,-0.3,-4
CC(C)OC(=O)CSc1nnc2n1C(C)(C)Cc1ccccc1-2,35,0.0,11,98,-3,102,-1,-0.5,2
CCN(CC)S(=O)(=O)c1ccc2c3c(cccc13)C(=O)N2,-11,-0.1,·,107,13,107,3,-0.1,0
Cc1ccc(OCc2ccc(C(=O)N3CCCC3)o2)c([N+](=O)[O-])c1,36,0.5,-9,98,-3,97,-8,-0.8,-18
CC(=O)N1N=C2/C(=C/c3ccccc3)CCCC2C1c1ccccc1 (configuration not stated),32,1.3,23,84,-14,91,-3,-2.7,4
N#C/C(=C\c1ccc(-c2ccc(C(=O)O)cc2)o1)C(=O)Nc1ccc(F)cc1,24,0.5,-8,106,2,105,-2,3.2,-6

# Single entries from the list.
# MEKK2 mut-MEK5 result of CCCn1nc(NC(=O)C2CCCO2)c2cc3cc(C)ccc3nc21 (configuration not stated) reads -2
# OXTR ag result of COc1ccccc1OCCCCN1CCCCC1 reads 0.9

# Further entries follow:
SMILES,PHOSPHO1 block,V1aR counter,NALP1 inh,MEKK2wt PB1 HTS,MEKK2 mut-MEK5,MEKK3 PB1 HTS,GalR3 antagonist,OXTR ag,GPR7 antagonist
O=C(NNC(=S)Nc1cccc(Cl)c1)c1ccccc1OC(F)F,0,3.3,16,104,-2,100,-3,2.8,3
COc1ccccc1N(CC(=O)NCCSCc1ccc(Cl)cc1)S(C)(=O)=O,-14,9.9,16,111,11,108,-10,1.1,8
C/C(=N\NC(=O)CSc1nc(C)cc(C)n1)c1cccc([N+](=O)[O-])c1,4,-0.3,24,106,10,93,-2,0.2,-8
O=c1oc2ccccc2cc1-c1cn(-c2ccccc2)c(=S)[nH]1,8,2.0,28,96,1,100,-5,0.3,-5
COc1ccc(CNC(=O)C(C)n2nc(C)n3c(cc4occc43)c2=O)cc1 (configuration not stated),58,0.1,23,97,-2,99,0,-0.8,-11
c1ccc(Cc2nnc3sc(-c4ccccn4)nn23)cc1,66*,0.5,29,103,2,105,-6,0.0,5
COc1cc(-c2nc3ccc(N4CCN(C)CC4)cc3[nH]2)cc(OC)c1OC,28,0.4,-10,105,-2,98,0,-0.3,-8
COC(=O)c1ccccc1NC1=C/C(=N\S(=O)(=O)c2cccs2)c2ccccc2C1=O,38,-1.2,11,91,0,95,-4,-1.3,-5
CC(C)c1ccc(NS(=O)(=O)c2cccc3cccnc23)cc1,49,1.7,-15,101,6,104,-6,-2.7,-19
CCOC(=O)C1(Cc2ccccc2C)CCCN(C(=O)CN2C(=O)CSC2=O)C1 (configuration not stated),18,3.5,20,109,5,104,-8,2.4,-13
O=S(=O)(c1ccccc1)N1N=C(c2ccccc2)CC1c1ccccc1 (configuration not stated),14,-1.0,8,103,2,103,-8,-2.7,-16
CC1CCc2nc(N)c(C#N)c(-c3ccncc3)c2C1 (configuration not stated),-3,0.5,25,97,-2,100,-4,-0.3,0

# GPR7 antagonist: entries above that show a hit.
mol,PHOSPHO1 block,NALP1 inh,MEKK2wt PB1 HTS,MEKK2 mut-MEK5,MEKK3 PB1 HTS,GalR3 antagonist,GPR7 antagonist
CC(c1ccco1)N(C(=O)c1ccccc1NS(=O)(=O)c1ccc(Cl)c([N+](=O)[O-])c1)c1ccccn1 (configuration not stated),-10,39,93,-2,97,2,24*
